From PubChem BioAssay
APOBEC3G inh – blocks human APOBEC3G single-stranded DNA deamination; inhibition, % at 20 µM; AID 493012; 0.28% of 330,000 active; recombinant A3G, ssDNA deamination FAM/TAMRA fluorescence;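 active means inhibition of at least 40% at 20 µM, with no more than 30% in the related APOBEC3A deaminase screen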;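 further: plate controls were DMSO wells with A3G for no effect and wells lacking A3G enzyme for full effect; some compounds called inactive have numbers as strong as hits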
hIAP inh – blocks human intestinal alkaline phosphatase; P09923; purified IAP, CDP-Star luminescence, 30 min; inhibition, % at 10 µM; 0.12% of 330,000 active; AID 2544;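 active means inhibition reaching a set limit with compound at 10 µM in the primary screen, cut at about 35% in these data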;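 further: plate controls were DMSO wells with enzyme for no effect and no-enzyme buffer wells for full effect; values of inactives mirror those of a sister screen read the other way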
Target sequence (P09923 whole entry, looked up): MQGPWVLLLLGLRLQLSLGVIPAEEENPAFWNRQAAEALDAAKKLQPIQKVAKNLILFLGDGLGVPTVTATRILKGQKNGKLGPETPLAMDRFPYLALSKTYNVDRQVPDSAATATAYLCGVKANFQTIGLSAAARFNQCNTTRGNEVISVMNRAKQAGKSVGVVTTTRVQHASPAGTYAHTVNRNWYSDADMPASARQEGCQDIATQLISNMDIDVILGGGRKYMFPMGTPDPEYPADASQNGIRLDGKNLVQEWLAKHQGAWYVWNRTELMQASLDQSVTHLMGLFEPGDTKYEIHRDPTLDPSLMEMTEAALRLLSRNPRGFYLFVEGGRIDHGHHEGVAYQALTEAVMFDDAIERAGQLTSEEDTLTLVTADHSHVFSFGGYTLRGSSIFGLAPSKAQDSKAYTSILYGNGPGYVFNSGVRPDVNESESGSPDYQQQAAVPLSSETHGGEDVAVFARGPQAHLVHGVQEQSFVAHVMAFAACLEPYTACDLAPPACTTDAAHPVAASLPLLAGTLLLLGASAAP
mIAP block – blocks mouse intestinal alkaline phosphatase | purified mouse IAP, CDP-Star luminescence, 30 min | inhibition, % at 10 µM | 0.2% of 330,000 active;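 active means inhibition of at least 40% at 10 µM in the primary screen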;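 further: plate controls were DMSO with enzyme for no effect and no enzyme wells for full effect; values of inactives mirror those of a sister screen read the other way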
A3A deaminase – human APOBEC3A DNA deaminase inhibition; P31941; recombinant A3A, FAM/TAMRA ssDNA deamination fluorescence; inhibition, % at 20 µM; 0.41% of 330,000 active; AID 493011;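 active means at least 40% inhibition at 20 µM here, with at most 30% in a related deaminase screen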;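 further: plate controls were A3A with DMSO for no effect and wells lacking A3A enzyme for full effect; some results filed as inactive read as strong as hits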
Target sequence (P31941 whole entry, looked up): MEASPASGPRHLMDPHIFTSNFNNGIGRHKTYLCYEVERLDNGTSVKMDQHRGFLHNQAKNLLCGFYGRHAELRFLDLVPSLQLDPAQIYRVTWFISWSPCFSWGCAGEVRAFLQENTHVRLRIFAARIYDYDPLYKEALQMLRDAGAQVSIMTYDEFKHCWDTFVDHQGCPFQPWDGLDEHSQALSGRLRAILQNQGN
TIM10 inh – inhibits growth of TIM10 yeast strain. inhibition, % at 10 µM. 1.4% of 330,000 active. S. cerevisiae TIM10 strain growth, BacTiter-Glo luminescence, 24 h. AID 463195;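 active means inhibition of 40% or more at the single tested concentration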;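 further: wild-type TIM10 isogenic control strain grown at permissive 25 °C; 0% = DMSO yeast wells and 100% = minimal medium wells without yeast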
tim10-1 inh – growth inhibitors of tim10-1 mutant yeast; inhibition, % at 20 µM; 2.2% of 330,000 active; S. cerevisiae tim10-1 ts strain growth, BacTiter-Glo, 24 h;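 active means inhibition of at least 40%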;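 further: mutant grown at 25 °C; 0% = DMSO wells with yeast and 100% = wells holding no yeast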
NLRP3 yeast inh – blocks the NALP3 inflammasome reconstituted in yeast; 0.39% of 330,000 active; Yeast reconstituted NLRP3/ASC/caspase-1, beta-gal luminescence, 24 h; AID 2825; inhibition, % at 10 µM;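 active means inhibition of 50% or more; inactive means inhibition below 50%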;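 further: plate controls were induced DMSO wells for no effect and uninduced yeast grown without galactose for full effect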
mIAP activ – increases mouse intestinal alkaline phosphatase activity; 0.24% of 330,000 active; activation factor at 10 µM; muIAP, CDP-Star luminescence, 30 min; hits give high values; 1 = vehicle-only enzyme signal, 0 = enzyme-free wells;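 active means activation factor of at least 2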; further: the source names both 10 and 20 µM as test concentration; values of inactives mirror those of a sister screen read the other way
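Assay system: mouse IAP enzyme; Reagent: CDP-Star chemiluminescent phosphatase substrate; Compound: DMSO-dissolved test compounds; Incubation: 30 min, room temperature; Technique: luminescence from enzymatic CDP-Star hydrolysis; Controls: DMSO-only wells and no-enzyme negative control.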
MIN6 prolif – induces beta-cell replication in MIN6 cells | MIN6 cells proliferation, ATPlite luminescence, 48 h; cells starved in 0.2% serum; 100% = growth in 10% serum | proliferation, % at 10 µM | 0.29% of 330,000 active;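 active means compounds whose signal lies at least 3.5 SD above the mean of all wells on their plate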;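 further: 0% = DMSO-treated cells in low-serum medium and 100% = 10% serum control; some compounds called inactive have numbers as strong as hits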
* marks the source's active call; other numbers are inactive results. Compounds were not picked by outcome; overall some 4.6% were active at least once.

entry | smiles | APOBEC3G inh | hIAP inh | mIAP block | A3A deaminase | TIM10 inh | tim10-1 inh | NLRP3 yeast inh | mIAP activ | MIN6 prolif
1 | CCOC(=O)CSc1nc2sc3c(c2c(=O)n1CC)CC(C)(C)OC3 | -8 | -6 | -1 | -3 | 34 | 37 | 4 | 1 | 4
2 | COC(=O)CCCC1=CC2=C(c3ccccc3)C(=O)C(C)(OC(=O)C3CCCC3)C(=O)C2=CN1C1CCCC1 (stereo not drawn) | -8 | 3 | -5 | -5 | -7 | -19 | 11 | 1.1 | -5
3 | CC(=O)c1c(C)nc(-c2ccc(Cl)cc2Cl)n1O | -8 | 18 | -6 | -5 | 1 | -1 | -1 | 1.1 | -1
4 | FC(F)(F)c1cccc(CN2CCN(c3ncccn3)CC2)c1 | -1 | 4 | -4 | 0 | -2 | -7 | 8 | 1 | -2
5 | O=C(CCN1C(=O)/C(=C\c2ccc(F)cc2)SC1=S)Nc1ccc(O)cc1 | -2 | 0 | 11 | -2 | 10 | 8 | 15 | 0.89 | -4
6 | CCCN1CCC(=O)N([C@H](CO)c2ccccc2)CC1 | -11 | 1 | -3 | 0 | -7 | -3 | 9 | 1 | 0
7 | COc1ccc(COC(=O)C2=C(C)NC(=O)NC2c2ccc(O)c(OC)c2)cc1 (stereo not drawn) | -4 | 6 | 3 | -3 | 13 | 15 | 5 | 0.97 | -2
8 | CCOC(=O)CSc1nnc(CNC(=O)Cc2ccccc2)n1C | -3 | -17 | 6 | -2 | -4 | 6 | 4 | 0.94 | -1
9 | Cc1cc(C)cc(Oc2ccc(NC(=O)C3CC=CCC3C(=O)O)cc2)c1 (stereo not drawn) | 2 | -5 | 0 | -3 | -4 | -4 | 17 | 1 | -3
10 | COc1ccc(C(O)c2nc3ccccc3n2C)cc1OC (stereo not drawn) | -5 | 1 | 3 | -2 | 0 | 9 | 6 | 0.97 | 3

The list continues.
entry | smiles | APOBEC3G inh | hIAP inh | mIAP block | A3A deaminase | TIM10 inh | tim10-1 inh | NLRP3 yeast inh | mIAP activ | MIN6 prolif
11 | CCCCOC1(c2ccccc2)OC(=O)c2ccccc21 (stereo not drawn) | -5 | -1 | 8 | -1 | 17 | 20 | -59 | 0.92 | -3
12 | CCn1c(/C=C/c2cccc([N+](=O)[O-])c2)nc2ccccc2c1=O | -5 | 16 | 8 | -1 | 32 | 36 | 33 | 0.92 | -2
13 | CN1CCN(c2ccc(S(=O)(=O)N3CCCCC3)cc2NC(=O)Cc2c(F)cccc2Cl)CC1 | -2 | 4 | 12 | 46* | -5 | -19 | 7 | 0.88 | -2
14 | Cc1c(C(=O)NCc2cccs2)oc2ccc(Br)cc12 | -6 | 10 | 6 | 0 | -3 | 18 | 12 | 0.94 | -3
15 | Cc1ccc(Cl)cc1N1CCN(CC(=O)Nc2ccc3[nH]c(=O)[nH]c3c2)CC1 | -5 | -6 | -16 | 2 | 5 | 7 | 2 | 1.2 | 1
16 | COC(=O)Cn1c(=O)c2c(nc3n2CCCN3CCc2ccccc2)n(C)c1=O | -11 | -20 | 3 | -3 | -3 | 26 | 16 | 0.97 | -1
17 | C=CCn1c(SCC(=O)OCc2ccccc2)nc2c1c(=O)n(C)c(=O)n2C | -4 | 22 | -7 | -2 | 1 | 18 | 12 | 1.1 | -2
18 | c1cc2c3c(cccc3c1)C(N1CCCCCC1)=N2 | 15 | 19 | 7 | 34 | -3 | 7 | -4 | 0.93 | -3
19 | O=C(Nc1ccccc1)Nc1ncc([N+](=O)[O-])s1 | -5 | 25 | 14 | 0 | 15 | 21 | 25 | 0.86 | -5
20 | C/C(=C1/SC(=S)N(CCC(=O)O)C1=O)c1ccc(O)cc1 | -7 | 6 | 16 | -6 | -5 | 11 | 9 | 0.84 | 1

Some of these compounds in order of formula weight, rising:
entry | smiles | APOBEC3G inh | hIAP inh | mIAP block | A3A deaminase | TIM10 inh | tim10-1 inh | NLRP3 yeast inh | mIAP activ | MIN6 prolif
18 | c1cc2c3c(cccc3c1)C(N1CCCCCC1)=N2 | 15 | 19 | 7 | 34 | -3 | 7 | -4 | 0.93 | -3
19 | O=C(Nc1ccccc1)Nc1ncc([N+](=O)[O-])s1 | -5 | 25 | 14 | 0 | 15 | 21 | 25 | 0.86 | -5
6 | CCCN1CCC(=O)N([C@H](CO)c2ccccc2)CC1 | -11 | 1 | -3 | 0 | -7 | -3 | 9 | 1 | 0
11 | CCCCOC1(c2ccccc2)OC(=O)c2ccccc21 (stereo not drawn) | -5 | -1 | 8 | -1 | 17 | 20 | -59 | 0.92 | -3
10 | COc1ccc(C(O)c2nc3ccccc3n2C)cc1OC (stereo not drawn) | -5 | 1 | 3 | -2 | 0 | 9 | 6 | 0.97 | 3
20 | C/C(=C1/SC(=S)N(CCC(=O)O)C1=O)c1ccc(O)cc1 | -7 | 6 | 16 | -6 | -5 | 11 | 9 | 0.84 | 1
8 | CCOC(=O)CSc1nnc(CNC(=O)Cc2ccccc2)n1C | -3 | -17 | 6 | -2 | -4 | 6 | 4 | 0.94 | -1
14 | Cc1c(C(=O)NCc2cccs2)oc2ccc(Br)cc12 | -6 | 10 | 6 | 0 | -3 | 18 | 12 | 0.94 | -3
9 | Cc1cc(C)cc(Oc2ccc(NC(=O)C3CC=CCC3C(=O)O)cc2)c1 (stereo not drawn) | 2 | -5 | 0 | -3 | -4 | -4 | 17 | 1 | -3
7 | COc1ccc(COC(=O)C2=C(C)NC(=O)NC2c2ccc(O)c(OC)c2)cc1 (stereo not drawn) | -4 | 6 | 3 | -3 | 13 | 15 | 5 | 0.97 | -2
15 | Cc1ccc(Cl)cc1N1CCN(CC(=O)Nc2ccc3[nH]c(=O)[nH]c3c2)CC1 | -5 | -6 | -16 | 2 | 5 | 7 | 2 | 1.2 | 1
5 | O=C(CCN1C(=O)/C(=C\c2ccc(F)cc2)SC1=S)Nc1ccc(O)cc1 | -2 | 0 | 11 | -2 | 10 | 8 | 15 | 0.89 | -4
13 | CN1CCN(c2ccc(S(=O)(=O)N3CCCCC3)cc2NC(=O)Cc2c(F)cccc2Cl)CC1 | -2 | 4 | 12 | 46* | -5 | -19 | 7 | 0.88 | -2

Later entries
entry | smiles | APOBEC3G inh | hIAP inh | mIAP block | A3A deaminase | TIM10 inh | tim10-1 inh | NLRP3 yeast inh | mIAP activ | MIN6 prolif
21 | CCOc1ccc(S(=O)(=O)N(C)c2ccc(OCC(=O)Nc3nccs3)cc2)cc1 | -3 | -12 | -4 | -1 | 27 | 17 | -2 | 1 | -1
22 | O=C(c1ccc(Cl)cc1)N1CCC(O)(CSc2ccccc2)CC1 | -3 | 3 | 0 | -1 | -12 | 33 | 24 | 1 | -2
23 | COc1ccccc1C(=O)O/N=C(\N)c1ccc(Cl)cc1 | -5 | 3 | 3 | 2 | 36 | 50* | 11 | 0.97 | -3
24 | COc1ccc(C(=O)C2CCCN(C(=O)c3ccccc3C(C)=O)C2)cc1F (stereo not drawn) | -6 | 6 | -1 | -6 | 5 | 9 | -2 | 1 | -1
25 | CCOc1cc(/C=N/NC(=O)COc2nc(C)cc(COC)c2C#N)ccc1O | -8 | -7 | 10 | -3 | 19 | 13 | -12 | 0.9 | 3
26 | CCN(Cc1ccc2c(c1)OCCO2)C(=O)CSc1nc(C)nc2sc(C)c(C)c12 | 0 | -6 | -4 | -1 | -1 | -2 | 10 | 1 | -5
27 | COc1cccc(N2CCN(CC(=O)Nc3ccccc3C(=O)NCCc3ccccc3)CC2)c1 | -4 | 3 | -51 | 22 | 9 | 15 | 25 | 1.5 | -7
28 | CCOC(=O)c1cnn(-c2ncnc3sc(CC)cc23)c1N | -4 | -10 | 9 | -2 | 18 | 15 | 17 | 0.91 | 1
29 | O=C(NCCc1ccccc1)c1ccc(CS(=O)(=O)c2ccc(Br)cc2)o1 | -9 | -2 | 2 | -5 | 8 | 29 | 6 | 0.98 | -1
